FadD28 binding: blocks FadD28 binding to the bisubstrate probe; fluorescence polarization; inhibition, % at 12.5 µM; hit rate 0.22% among 360,000; in the data active = inhibition above about 8.5%, passing the limit was not always enough; inconclusive = no clear call, values can overlap the other calls
Mtb UGM inh: Mtb UDP-galactopyranose mutase inhibition | P9WIQ1 | purified UGM, fluorescence polarization probe displacement | inhibition, % at 10 µM | hit rate 0.06% among 320,000; in the data active = inhibition above about 10%, passing the limit was not always enough; inconclusive = no clear call, values can overlap the other calls
Target sequence (P9WIQ1 whole entry, looked up): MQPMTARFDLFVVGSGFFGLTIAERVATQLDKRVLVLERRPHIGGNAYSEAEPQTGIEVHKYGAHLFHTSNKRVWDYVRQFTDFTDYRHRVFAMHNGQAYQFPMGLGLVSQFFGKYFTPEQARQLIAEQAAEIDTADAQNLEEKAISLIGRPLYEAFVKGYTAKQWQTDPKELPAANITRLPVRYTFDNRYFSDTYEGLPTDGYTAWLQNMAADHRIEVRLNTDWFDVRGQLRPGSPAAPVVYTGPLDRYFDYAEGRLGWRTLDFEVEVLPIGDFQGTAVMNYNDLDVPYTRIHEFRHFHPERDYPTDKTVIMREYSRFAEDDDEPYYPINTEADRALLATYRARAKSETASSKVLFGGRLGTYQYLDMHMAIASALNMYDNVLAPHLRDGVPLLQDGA
GDH-TPI counter: GDH-TPI coupled enzyme inhibition counter-screen | GDH-TPI coupled enzyme counterscreen, NADH absorbance | hit rate 1.2% among 360,000 | inhibition, % at 4.8 µM;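 note: 0% = DMSO wells and 100% = wells lacking the enzyme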
CCHF vOTU inh: CCHFV vOTU protease inhibition. Pep-AMC fluorescence. inhibition, % at 11.5 µM. hit rate 0.55% among 370,000. AID 651958; note: 0% = vehicle wells with enzyme and 100% = no enzyme wells
MazF activator: activators of E. coli MazEF toxin-antitoxin RNase; P0AE70; FAM/BHQ RNA-DNA oligo cleavage fluorescence, 5 h; activation, % at 20 µM; hit rate 0.32% among 350,000; AID 504720; in the data active = activation above about 50%
Target sequence (P0AE70 whole entry, looked up): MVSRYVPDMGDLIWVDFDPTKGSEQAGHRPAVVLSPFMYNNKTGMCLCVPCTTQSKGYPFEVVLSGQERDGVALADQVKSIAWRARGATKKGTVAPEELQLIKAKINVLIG
Mtb FBA inh: inhibits M. tuberculosis FBA enzyme; inhibition, % at 1 µM; AID 588726; hit rate 2.3% among 360,000; purified M. tuberculosis FBA, fluorescence read-out; P9WQA3; in the data active = inhibition above about 27%;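 note: 0% = vehicle and 100% = reference inhibitor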
BoNT F protease: inhibitors of Botulinum neurotoxin F light chain protease; hit rate 0.22% among 360,000; AID 588497; Multiplex microsphere protease cleavage assay, flow cytometry; inhibition, % at 10 µM; in the data active = inhibition above about 35%, passing the limit was not always enough; inconclusive = no clear call, values can overlap the other calls; note: plate controls were buffer without enzyme for full effect and enzyme alone for no effect
VHR inh abs: blocks human VHR1 dual specificity phosphatase; hit rate 0.52% among 290,000; inhibition, % at 13.3 µM; AID 1654; recombinant VHR phosphatase, pNPP absorbance; in the data active = inhibition above about 50%; note: some compounds called inactive have numbers as strong as hits
BioA inh: BioA (M. tuberculosis) enzyme inhibition; purified M. tuberculosis BioA enzyme, plate reader; inhibition, % at 9.99 µM; hit rate 0.096% among 360,000; AID 602481; in the data active = inhibition above about 40%; inconclusive = no clear call, values can overlap the other calls
Rv3671c inh: Rv3671c (M. tuberculosis) protease inhibition. hit rate 0.048% among 320,000. P9WHR9. AID 2606. inhibition, % at 5.96 µM; in the data active = inhibition above about 38%;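 note: extracellular domain of Rv3671c used as enzyme; 0% = enzyme with DMSO and 100% = no enzyme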
Target sequence (P9WHR9 whole entry, looked up, the tested form may be a part): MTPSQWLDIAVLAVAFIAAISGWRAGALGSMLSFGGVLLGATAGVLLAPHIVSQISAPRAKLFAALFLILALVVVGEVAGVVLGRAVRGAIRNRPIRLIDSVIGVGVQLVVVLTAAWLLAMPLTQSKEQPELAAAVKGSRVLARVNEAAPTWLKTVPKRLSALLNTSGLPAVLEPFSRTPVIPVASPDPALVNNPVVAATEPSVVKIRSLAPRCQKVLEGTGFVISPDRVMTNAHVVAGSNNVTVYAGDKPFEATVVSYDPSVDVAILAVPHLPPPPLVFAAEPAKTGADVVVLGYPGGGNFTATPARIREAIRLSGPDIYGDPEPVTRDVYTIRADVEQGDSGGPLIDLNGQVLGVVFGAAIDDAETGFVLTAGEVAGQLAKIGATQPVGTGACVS
The depositor's hits bear a star; ? = inconclusive; . = not tested or not shown; & = joins results of further samples. Cut-off read from the data, not from the text of the source, unless noted: active = inhibition above about 30%; inactive = the rest.

SMILES	FadD28 binding	Mtb UGM inh	GDH-TPI counter	CCHF vOTU inh	MazF activator	Mtb FBA inh	BoNT F protease	VHR inh abs	BioA inh	Rv3671c inh
COc1cccc(C(=O)O[C@@H]2[C@H](Cc3ccccc3)NS(=O)(=O)[C@H]3C[C@@H]4C=C[C@]23O4)c1	-1.1	0.1	8.5	5.8	3.1	0.0	-4.3	.	-0.8	-17.8
O=C(NN1C(=O)C2C(C1=O)C1C=CC2C12CC2)c1cccc(Cl)c1 (stereo not given)	-0.5	1.5	-3.5	-6.0	4.9	-4.7	-2.2	7.8	.	-0.9
CN1CCN(C(=O)c2ccc3c(c2)NC(=O)C(C)(C)O3)CC1	-1.4	1.0	2.4	-5.5	1.2	0.7	10.8	25.2	2.2	3.4
Cc1ccc(NC(=O)NC(=O)COc2ccc(Cl)cc2Cl)c(C)c1	-2.4	-0.9	-2.9	0.1	-13.5	1.7	11.3	25.5	2.7	0.0
CC(C)(C)c1csc(NC(=O)CCc2ccccc2)n1	-0.6	-1.7	-9.4	12.7	5.5	1.0	15.8	3.5	-0.7	2.8
Cc1ccc(CS(=O)(=O)Cc2ccc(C(=O)NCCCN3CCOCC3)o2)cc1	0.0	-2.3	9.0	-13.5	-1.2	-0.8	-8.1	21.9	-3.5	-3.3
Cc1cnc(NC(=O)CCN2C(=O)C3CCCCC3C2=O)s1 (stereo not given)	-1.7	0.6	-7.7	-13.9	4.4	2.6	-3.0	9.4	.	-7.3
C=CCn1ccc(O)c(Cc2ccc(Cl)cc2)c1=O	-3.4	-0.3	-6.3	14.5	1.1	-0.4	-1.2	15.5	5.8	-10.3
Cn1c(=S)n(CCC(=O)O)c2ccccc21	-3.3	-0.9	1.9	-3.1	13.7	0.2	-3.6	30.5	0.9	10.9
CC(C)Oc1cccc(NC(=O)c2cccn(Cc3ccc4c(c3)OC(F)(F)O4)c2=O)c1	2.8	2.1	-0.3	11.6	0.7	3.4	-7.2	-3.7	.	-15.6
CC[C@]12c3[nH]c4cc(-c5ccco5)ccc4c3CCN1C(=O)[C@@H](CC(=O)NCc1ccc(OC)c(OC)c1)C[C@@H]2C(=O)N1CCN(C(=O)C2CC2)CC1	-5.1	.	20.8	-20.5	11.1	18.7	0.3	.	0.1	.
O=C(NCCc1cccc(Cl)c1)c1cccs1	-4.7	-0.3	4.9	-13.0	0.9	0.5	1.2	-2.1	0.0	6.8
COc1ccc(CNC(=O)Nc2nc(C(N)CCc3ccccc3)cs2)cc1 (stereo not given)	0.2	.	6.2	3.7	.	2.3	-15.9	.	-1.6	.
CC(=O)Nc1ccccc1-c1cccc2nccn12	-4.4	.	5.8	-43.5	.	125.1*	1.2	.	-1.1	.
Cc1cc(C)c([N+](=O)[O-])cc1-c1ccc(/C=N/c2c(-c3ccco3)nc3ccccn23)o1	1.6	4.0	32.9*	27.4	6.5	0.9	-27.3	13.7	.	8.3
O=C(Cn1cnc2c(cnn2-c2ccc(Cl)cc2)c1=O)NCC1CCCO1 (stereo not given)	-3.3	2.7	-4.5	-1.6	4.3	1.0	-4.0	25.9	-0.2	-5.1
CCc1ccc(-n2c(=O)c3ccccc3n3c(=S)[nH]nc23)cc1	-0.6	-0.6	-5.5	-4.6	2.3	0.3	-2.0	14.1	-2.2	-5.0
CC(Oc1ccc(C(=O)NCCc2ccccc2)cc1)C(=O)O (stereo not given)	0.3	-1.7	0.4	1.7	3.5	-0.1	4.7	35.0	-1.2	-6.7
Cc1ccc2c(c1)c1nc3ccccc3nc1n2CCN1CCOCC1	-5.0	-1.8	33.9*	4.6	1.1	-2.6	16.4	-13.2	-1.8	5.7
O=C(O)CCc1ccc(NCc2cccc(Oc3ccccc3)c2)cc1	0.7	-3.4	11.4	-5.3	6.3	1.7	-3.6	.	-1.1	-8.0
CNC(=O)c1[nH]cnc1C(=O)Nc1ccc(C)cc1	-0.9	0.7	0.0	-4.5	-0.2	1.0	-13.2	24.7	0.4	1.3
Cc1ccc(O)c(C(=O)c2cnn(-c3ccccc3)c2)c1	-2.4	-0.9	9.4	5.6	1.0	0.5	-4.2	8.7	-0.4	-6.7
CSc1nc(C)c2c(c1C#N)CCCC2	-0.4	0.3	4.1	-3.9	7.1	-2.5	0.2	31.3	-0.2	5.6
CCOc1ccc(-n2c(C)nc(O)c2N=Nc2ccccc2)cc1	-0.4	-0.4	8.9	-4.1	-15.5	0.6	-18.1	-1.8	.	1.7

The last 5 records of the part before open the next one.
SMILES	FadD28 binding	Mtb UGM inh	GDH-TPI counter	CCHF vOTU inh	MazF activator	Mtb FBA inh	BoNT F protease	VHR inh abs	BioA inh	Rv3671c inh
O=C(O)CCc1ccc(NCc2cccc(Oc3ccccc3)c2)cc1	0.7	-3.4	11.4	-5.3	6.3	1.7	-3.6	.	-1.1	-8.0
CNC(=O)c1[nH]cnc1C(=O)Nc1ccc(C)cc1	-0.9	0.7	0.0	-4.5	-0.2	1.0	-13.2	24.7	0.4	1.3
Cc1ccc(O)c(C(=O)c2cnn(-c3ccccc3)c2)c1	-2.4	-0.9	9.4	5.6	1.0	0.5	-4.2	8.7	-0.4	-6.7
CSc1nc(C)c2c(c1C#N)CCCC2	-0.4	0.3	4.1	-3.9	7.1	-2.5	0.2	31.3	-0.2	5.6
CCOc1ccc(-n2c(C)nc(O)c2N=Nc2ccccc2)cc1	-0.4	-0.4	8.9	-4.1	-15.5	0.6	-18.1	-1.8	.	1.7
COC(=O)C1=C(NC(=O)C(C)(C)C)CCS1	-0.5	0.3	11.1	0.4	1.2	2.9	-1.8	-12.5	.	3.8
C[C@@H]1CN([C@@H](C)CO)S(=O)(=O)c2ccc(Br)cc2O[C@@H]1CN(C)C(=O)NC1CCCCC1	-3.8	.	16.5	-8.3	6.5	-2.7	-0.1	.	0.0&-1.2	.
CCCN1C2CCCC1CC(NC(=O)Nc1ccc(C(C)C)cc1)C2 (stereo not given)	-0.1	-2.0	1.4	-8.0	13.9	-3.8	6.1	20.4	-2.3	-6.1
CCCCn1nc2cc(C(=O)NCC34CC5CC(CC(C5)C3)C4)ccc2c1OCC	0.5	1.4	10.0	0.0	-3.0	21.2	-1.7	23.5	-3.1	-7.4
COc1ccc(-c2cccc(C(=O)Nc3ccccc3C)c2)cc1	-0.1	-4.2	-3.1	6.4	4.5	-2.6	-3.7	9.1	-0.4	-3.9
CCC(Sc1nnc(C)c(=O)[nH]1)C(=O)Nc1cccc2ccccc12 (stereo not given)	-0.4	-2.1	-5.2	-5.4	-1.8	2.3	3.9	14.4	-0.7	-1.0
CC1CCN(CC(=O)Nc2ccccc2C(=O)NC2CC2)CC1	-3.2	1.6	-7.4	0.1	7.4	-0.3	-0.7	.	0.0	-4.7
CC(C)n1c(SCC(N)=O)nc2c1c(=O)n(C)c(=O)n2C	-0.9	0.3	5.0	-1.0	3.5	0.9	4.8	11.8	2.3	4.0
Cc1nc(N)[nH]c(=O)c1CCCNc1ccc(CCCCC2(CCl)OCCO2)cc1	-3.8	.	-3.5	1.2	0.2	-2.0	-3.2	.	-1.0	.
Cc1nn(Cc2c(F)c(F)c(F)c(F)c2F)c(C)c1NC(=O)c1nn(C)cc1Br	-3.8	-1.6	-3.9	-12.0	2.8	0.7	1.6	18.8	1.0	-3.4
N#CC1=C(N)Oc2ccc3ccc(O)cc3c2C1c1ccsc1 (stereo not given)	15.4*	.	-0.6	-3.4	-35.7	-2.1	-0.5	21.2	.	.
COc1ccc(C(=O)N[C@H](C(=O)Nc2nc3ccccc3[nH]2)C(C)C)cc1	-1.0	-0.4	8.5	-18.7	7.5	-1.2	-2.6	-2.4	-0.7	3.4
Cc1ccc2nc(-c3cccc(Br)c3)c(Cc3cccc(Cl)c3)n2c1	-7.2	.	.	7.2	.	2.2	-1.8	.	-2.7	.
COc1ccc(NC(=O)CSc2nc(C3CC3)nc3ccccc23)c(OC)c1	-0.6	1.0	-0.8	3.8	-2.3	-1.3	-5.6	1.4	-1.3	5.0
O=C(Nc1ccc(C2=NCCN2)cc1)c1ccc(C(=O)Nc2ccc(C3=NCCN3)cc2)c(Cl)c1	-1.1	1.0	6.9	-8.7	-17.3	0.2	-25.2	35.5	-0.3	-14.3
CC(C)=CC(=O)OCC(=O)Nc1ccccc1Cl	-1.7	-0.1	-3.7	-4.9	-0.6	-0.3	-1.2	3.1	0.5	-2.8
COc1cccc(C2CC(c3cccc(Br)c3)n3ncnc3N2)c1 (stereo not given)	-3.0	-0.2	6.9	-4.6	-4.1	0.7	3.4	-5.4	14.9	4.7
CC(C)(C)NC(=O)C(c1c[nH]c2ccccc12)N(C(=O)Cn1nnc(-c2ccc(F)cc2)n1)c1cccc(O)c1 (stereo not given)	-0.4	1.5	0.7	23.4	-0.5	-1.1	-1.1	10.3	.	-16.1
O=C(O)CNS(=O)(=O)c1ccc(F)cc1	-1.3	0.7	17.0	1.9	12.3	2.4	-0.2	5.6	-1.0	10.9
O=C(CSc1nc2ccc(Cl)cc2o1)NCc1ccc2c(c1)OCO2	0.1	0.8	3.4	5.3	7.3	-1.4	-2.3	-29.1	0.8	-4.0
COc1ccc(/C=N/Nc2nc(-c3ccc(C)cc3)c(NC(C)=O)s2)cc1	-0.4	1.6	6.9	2.1	6.7	0.1	?	8.5	-0.6	12.3
Cc1ccc(C(=O)C(OC(=O)CNS(=O)(=O)c2ccccc2)c2ccccc2)cc1 (stereo not given)	-4.0	-2.9	2.9	12.4	-1.3	-1.3	1.5	13.2	0.1	0.1
Nc1nc2cc(Cl)c(Br)cc2o1	-1.8	.	1.3	-17.5	4.8	1.6	-1.2	.	-0.8	.
COc1ccc(N2CCN(C(=O)c3cccc(N4C(=O)C5CC=CC(C)C5C4=O)c3)CC2)cc1 (stereo not given)	-1.2	1.9	14.3	7.9	1.8	-0.4	-14.6	-5.3	.	0.8
CCn1c(SCC(=O)Nc2ccc3c(c2)c2ccccc2n3CC)nnc1-c1ccco1	3.7	-1.3	11.9	-8.9	-3.6	-2.6	3.6	-13.2	1.1	3.8
Cc1cccc(NC(=O)CSc2nc3ccccc3nc2N2CC(C)OC(C)C2)c1 (stereo not given)	-1.9	-1.0	10.6	-10.7	11.6	0.9	1.8	29.1	-1.4	-6.3
O=C(CSC1CC(=O)N(CCc2ccccc2)C1=O)Nc1ccc(Cl)cc1 (stereo not given)	-0.8	0.8	8.7	22.5	-1.2	-2.9	-0.5	20.9	-0.1	5.5
Cc1c(OCC(=O)N2CCC(C(=O)NCCCC(=O)O)CC2)ccc2c1oc(=O)c1ccccc12	-2.1	3.1	5.2	-121.3	3.1	132.8*	-2.3	-32.1	3.2	-8.1
O=C(COc1ccc(N2CC(C(=O)O)CC2=O)cc1)Nc1cccc(C(F)(F)F)c1 (stereo not given)	-1.1	1.6	6.5	1.0	3.4	0.3	-1.2	12.1	-0.8	4.0
Cc1cc(NC(=O)CSc2nnc(CNC(=O)c3ccc(F)cc3)o2)no1	-2.0	1.4	2.4	-0.3	5.7	-1.7	-3.2	5.0	-0.6	1.7
CCOc1ccc(S(=O)(=O)NCc2ccc(C)cc2)c2cccnc12	-2.0	-1.7	1.1	-1.7	3.3	8.3	-8.4	5.8	-1.1	-3.5
CC(=O)NC1C(Oc2ccc(C)cc2)OC2COC(c3ccco3)OC2C1O (stereo not given)	-2.4	-0.3	-2.6	2.4	-1.0	-7.0	-3.7	25.6	.	3.9
CC1(C)CC(=O)c2cnc3c(C#N)cnn3c2C1	-0.4	-0.5	12.5	-1.6	-3.7	6.6	0.0	26.4	.	6.0
COc1c(F)c(F)c(C(=O)O)c(Nc2cccc(C)c2)c1F	-0.3	0.8	-1.3	-4.8	1.8	1.4	-0.4	-9.8	.	-5.1
C=CCNC(=O)c1onc(CSc2ccccn2)c1C(=O)NCC=C	-0.6	1.8	7.4	-2.5	9.4	3.2	-0.7	14.9	2.5	0.4

Screening data: PubChem, several laboratories
